RAD52 inh = RAD52 (human) annealing inhibition; P43351; recombinant RAD52 DNA annealing, FRET fluorescence; inhibition, % at 18.7 µM; hit rate 0.46% among 360,000; AID 651710;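 active = every replicate showing at least 50% inhibition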
F508del corr = CFTR F508del correction in bronchial cells | CFBE cells, YFP halide quenching; stimulated with forskolin plus potentiator P3; % fluorescence drop versus neutral controls | activity (quench increase), % at 7.58 µM | hit rate 0.36% among 350,000 | AID 720511;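 active = mean added fluorescence quench of at least 8% versus neutral control, with both replicates also reaching 8%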;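 note: cells transiently co-express mutant CFTR-F508del with the halide-sensitive YFP; corrector assay measuring rescue of mutant channel to the surface after 24 h compound exposure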
esBAF inh = blocks esBAF chromatin remodeling in mouse ES cells; Bmi1-luciferase knock-in reporter, 24 h; 100% = twice the neutral-well signal; reporter increase, % at 12.5 µM; hit rate 2% among 350,000; in the data active = activation above about 40%;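 note: 0% = median of the plate's neutral control wells and 100% = double that signal; a rise in the Bmi1 reporter signal indicates esBAF inhibition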
XiGFP reactiv = activators of X-chromosome reactivation in mouse fibroblasts. XiGFP mouse fibroblasts, % GFP-positive cells imaging, 3 d; cells co-treated with 5-aza-dC sensitizer; scaled so ellipticine positive control = 100%. activation, % at 7.58 µM. hit rate 0.055% among 360,000. AID 743238;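 active = mean normalized replicate activation at least 10% and every replicate at or above 10%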;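 note: 0% = median of on-plate neutral control wells and 100% = ellipticine 6 µM median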
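Material: XiGFP fibroblasts, SV40-immortalized; Buffer or medium: DMEM containing 5-aza-dC; Compound dosing: single point; Times: 3 days compound exposure.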
ARNT TACC3 PPI = disruptors of human ARNT/TACC3 interaction; Q9Y6A5; AlphaScreen His-ARNT PAS-B/GST-TACC3 binding, luminescence; TACC3 fragment carries E629A point mutation; inhibition, % at 9.99 µM; hit rate 0.66% among 390,000; AID 623870;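 active = mean inhibition of replicates at least 50% and at least half of replicates each reaching 50%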;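 note: 0% = complete ARNT plus TACC3 wells and 100% = ARNT alone without TACC3; many hits fall short of the cut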
ERAP1 inh = inhibitors of human ERAP1 aminopeptidase | recombinant ERAP1, Leu-AMC fluorescence, 60 min | inhibition, % at 10.7 µM | hit rate 0.15% among 340,000;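 active = mean replicate inhibition of at least 30%, or all replicates individually reaching that 30% level; inactive = mean below 30% and not every replicate reaching it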;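 note: 0% = neutral control wells and 100% = L-leucinethiol positive control wells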
Target sequence (Q9NZ08 whole entry, looked up): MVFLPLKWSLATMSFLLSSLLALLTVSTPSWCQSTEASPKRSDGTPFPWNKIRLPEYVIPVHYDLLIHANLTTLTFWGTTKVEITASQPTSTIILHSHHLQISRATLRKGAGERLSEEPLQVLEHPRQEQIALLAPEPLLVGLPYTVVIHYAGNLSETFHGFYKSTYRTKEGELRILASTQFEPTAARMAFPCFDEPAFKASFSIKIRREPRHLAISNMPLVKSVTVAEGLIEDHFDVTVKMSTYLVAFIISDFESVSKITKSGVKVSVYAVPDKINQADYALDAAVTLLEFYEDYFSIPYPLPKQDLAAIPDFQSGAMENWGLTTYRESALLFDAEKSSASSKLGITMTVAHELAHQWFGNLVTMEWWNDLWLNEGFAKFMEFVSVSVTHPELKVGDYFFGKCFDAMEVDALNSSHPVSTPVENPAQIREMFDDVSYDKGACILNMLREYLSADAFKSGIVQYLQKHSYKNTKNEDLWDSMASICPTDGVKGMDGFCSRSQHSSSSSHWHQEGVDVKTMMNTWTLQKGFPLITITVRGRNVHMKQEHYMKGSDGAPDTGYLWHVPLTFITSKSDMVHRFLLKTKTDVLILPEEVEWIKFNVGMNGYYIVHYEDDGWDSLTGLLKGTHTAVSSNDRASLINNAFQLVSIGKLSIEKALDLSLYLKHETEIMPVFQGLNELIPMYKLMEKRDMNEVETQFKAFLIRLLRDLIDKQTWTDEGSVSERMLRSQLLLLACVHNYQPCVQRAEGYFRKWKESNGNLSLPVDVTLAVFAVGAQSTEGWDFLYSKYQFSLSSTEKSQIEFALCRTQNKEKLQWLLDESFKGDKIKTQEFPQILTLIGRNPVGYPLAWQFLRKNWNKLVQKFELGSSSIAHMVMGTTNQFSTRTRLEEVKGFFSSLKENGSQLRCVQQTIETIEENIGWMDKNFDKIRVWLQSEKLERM
RAD54 branch = inhibitors of human RAD54 branch migration | Q92698 | RAD54 Holliday junction branch migration, FAM/BHQ fluorescence | hit rate 0.14% among 360,000 | inhibition, % at 10.4 µM;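 active = mean normalized replicate activity at least 40 and at least half of replicates scoring 40 or more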;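 note: 0% = median of neutral control wells and 100% = median of positive control wells; inhibitors cause a drop in the FAM fluorescence signal; in these data hits start at about 50%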
GSIS activator = GLuc luminescence reporter in INS-1E cells, primary screen for activators of glucose-dependent secretion of insulin; INS-1E GLuc reporter insulin secretion, 2-3 h; activation, % at 16.6 µM; hit rate 0.61% among 370,000; AID 743287;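 active = lowest replicate activation of at least 40%, so every replicate reaches that level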;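 note: 0% = median of neutral control wells and 100% = median of IBMX positive control wells; some compounds called inactive have numbers as strong as hits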
Active calls of the source: *; / = no result given.

SMILES	RAD52 inh	F508del corr	esBAF inh	XiGFP reactiv	ARNT TACC3 PPI	ERAP1 inh	RAD54 branch	GSIS activator
O=C(NC1CCCC1)C(c1ccncc1)N(Cc1ccccc1F)C(=O)c1csnn1 (stereo unspecified)	-13.3	-3.1	-5.0	0.6	-2.6	1.1	2.9	12.4
CCOC(=O)c1ccc(NC(=O)CSC2=NN3CCCC(=O)N=C3S2)cc1	-0.8	-0.5	19.3	0.0	-11.7	0.9	7.1	11.5
O=C(c1nnc(-c2ccc(Cl)cc2)o1)C1CCCC1	-15.4	-0.6	19.6	0.3	26.0	-1.8	7.2	-3.8
Cc1onc(-c2ccccc2Cl)c1C(=O)N1CCCc2ccccc21	-12.0	-0.2	-3.1	/	2.0	6.4	-2.9	-3.1
CC(=O)Nc1ccc(S(=O)(=O)N2CCN(C(=O)c3ncoc3-c3cccc(F)c3)CC2)cc1	-10.4	-2.3	0.6	0.1	-3.1	-3.8	-4.2	-11.8
CC(C)(C)c1nnc2sc(SCC(O)=C(C#N)c3nc4ccccc4[nH]3)nn2c1=O	-40.5	0.0	7.0	0.0	5.0	1.3	-11.0	6.0
O=C(O)CC1NC(=S)N(Cc2ccccc2)C1=O (stereo unspecified)	-3.5	-0.3	-2.2	0.0	/	-2.9	-6.5	2.0
OC(Cc1cccc(C=NN2CCOCC2)n1)(C(F)(F)F)C(F)(F)F	0.4	-0.7	-7.4	0.0	/	-2.5	-0.4	/
CN(C)C(=O)CN1CCN(c2nc3nonc3nc2N2CCCCC2)CC1	-18.5	/	/	0.1	13.1	10.6	/	-22.3
Cc1cccc(CNc2ccc(C(CC(N)=O)NC(=O)c3cccc(Br)c3)cc2[N+](=O)[O-])c1 (stereo unspecified)	0.5	1.3	5.7	0.1	-3.2	0.3	5.8	-1.8
Cc1cc(/C=N\NC(=O)CC(=O)NC2CCCCC2)c(C)n1-c1ccc(Cl)c(Cl)c1	/	/	2.1	/	-33.0	/	-11.9	-6.9
Cc1cc(C)n(-c2ccccc2C#N)n1	2.9	-0.2	2.3	0.2	0.8	0.6	-17.2	16.5

Compounds listed so far containing a cyano group:
SMILES	RAD52 inh	F508del corr	esBAF inh	XiGFP reactiv	ARNT TACC3 PPI	ERAP1 inh	RAD54 branch	GSIS activator
CC(C)(C)c1nnc2sc(SCC(O)=C(C#N)c3nc4ccccc4[nH]3)nn2c1=O	-40.5	0.0	7.0	0.0	5.0	1.3	-11.0	6.0
Cc1cc(C)n(-c2ccccc2C#N)n1	2.9	-0.2	2.3	0.2	0.8	0.6	-17.2	16.5

Filtered by structure, the entries above containing two or more sulfur atoms
SMILES	RAD52 inh	F508del corr	esBAF inh	XiGFP reactiv	ARNT TACC3 PPI	ERAP1 inh	RAD54 branch	GSIS activator
CCOC(=O)c1ccc(NC(=O)CSC2=NN3CCCC(=O)N=C3S2)cc1	-0.8	-0.5	19.3	0.0	-11.7	0.9	7.1	11.5
CC(C)(C)c1nnc2sc(SCC(O)=C(C#N)c3nc4ccccc4[nH]3)nn2c1=O	-40.5	0.0	7.0	0.0	5.0	1.3	-11.0	6.0

Later entries.
SMILES	RAD52 inh	F508del corr	esBAF inh	XiGFP reactiv	ARNT TACC3 PPI	ERAP1 inh	RAD54 branch	GSIS activator
CCCC(=O)Nc1ccc2c(c1)OC[C@H](C)N(Cc1ccccc1)C[C@H](C)[C@@H](OC)CN(C)C2=O	2.8	-1.4	/	0.0	/	0.3	/	-4.2
CN(Cc1cnc2nc(N)nc(N)c2n1)c1ccc(C(=O)NC(CCC(=O)O)C(=O)O)cc1C(F)(F)F (stereo unspecified)	-20.3	-0.2	/	-0.2	/	-10.7	/	16.3
O=C(NC1CCCc2ccccc21)c1ccccc1Cl (stereo unspecified)	-13.9	-1.7	5.8	0.4	-14.4	1.3	0.0	-2.8
COCC#Cc1ccc2c(c1)O[C@@H](CN(C)Cc1ccccn1)[C@H](C)CN([C@H](C)CO)S2(=O)=O	-31.3	0.4	7.2	-0.5	-5.6	-1.0	3.9	20.0
Cc1[nH]n(-c2ccccc2)c(=O)c1N=Nc1ccccc1	-13.7	-2.2	/	0.0	-4.4	-2.7	/	-3.4
COc1ccc(S(=O)(=O)N2c3ccccc3OCC2C(C)(C)C)cc1 (stereo unspecified)	-19.6	1.0	/	1.5	-21.0	0.0	/	-15.9
Cc1ccc(CC(=O)Nc2cc(C)ccn2)cc1	-7.3	-0.3	9.6	0.0	13.3	-1.3	-1.2	/
COc1ccccc1CNC(=O)Cc1cc(=O)[nH]c(=O)[nH]1	-1.7	3.2	-3.4	0.0	-4.5	3.6	-2.4	-7.3
NS(=O)(=O)c1ccc(CCNC(=O)c2ccc(Cl)s2)cc1	-7.7	4.1	/	0.2	-14.1	0.4	5.2	5.4
Cc1cc(C(F)F)n2nc(C(=O)Nc3cccc(S(=O)(=O)N4CCOCC4)c3)nc2n1	-7.6	-0.7	/	0.5	-0.9	-0.1	-2.0	20.8
COc1ccc(C2NC(=O)NC(C)=C2[N+](=O)[O-])cc1 (stereo unspecified)	6.1	3.0	-6.5	0.1	-0.6	-1.1	-8.1	4.2
CO[C@H]1CN(C)C(=O)c2cc(NC(C)=O)ccc2OC[C@H](C)N(C(=O)c2cnccn2)C[C@@H]1C	/	-0.3	-5.4	0.0	/	/	2.7	8.8
Cc1ccc(S(=O)(=O)c2nc(-c3ccccc3)oc2N2CCCC2)cc1	-10.8	0.9	-6.7	-0.1	-0.7	1.4	-1.2	7.9
O=C(/C=C/c1ccc(-c2ccccc2[N+](=O)[O-])o1)c1ccccc1	-14.4	/	/	0.1	-0.5	-1.1	-12.0	2.7
CCOc1ccc(Cl)cc1S(=O)(=O)NC1CCCC1	-6.0	2.8	4.1	0.0	-3.6	-2.0	3.8	2.8
O=C(Nc1ccsc1C(=O)O)c1cccc(C(F)(F)F)c1	-18.1	0.2	/	0.0	-9.2	-4.6	/	-9.2
O=C(NC[C@H]1[C@H](c2ccccc2)[C@H](CO)N1C(=O)C1CCC1)NC1CCCC1	/	0.0	1.3	0.3	-3.9	/	3.9	7.9
CCOc1ccccc1/C=N/NC(=O)c1nnn(-c2nonc2N)c1CN1CCCC1	10.2	2.2	-4.6	-0.1	8.5	-4.3	-9.8	12.6
Cc1c(NC(=O)Nc2ccccc2)c(=O)n(-c2ccccc2)n1C	-4.6	-1.2	-3.7	0.4	-4.6	-1.7	-1.3	11.9
FC(F)(F)c1cc(Cl)c2nc(-c3ccc(Cl)cc3)c(Cc3ccsc3)n2c1	-27.5	2.1	/	-0.1	/	-0.5	/	10.6
CC(NC(=O)CNC(=O)c1sc2ccccc2c1Cl)c1cccnc1 (stereo unspecified)	-9.2	-1.1	0.7	-0.1	-2.1	0.1	-10.4	13.1
COc1ccc(S(=O)(=O)Nc2cccc3c2O[C@H](CN(C)Cc2ccc(Cl)c(Cl)c2)[C@H](C)CN([C@H](C)CO)C3=O)cc1	/	-0.3	-4.4	0.0	/	/	/	-23.4
CS(=O)(=O)N1CCCCN2[C@H](CO)[C@H](c3ccc(Br)cc3)[C@@H]2C1	1.3	1.7	-6.3	0.0	/	1.7	5.1	10.1
COc1ccccc1CCC(=O)N1CCC(n2nccc2NC(=O)CC(C)C)CC1	-7.3	-0.4	5.7	-0.1	-3.5	0.6	0.6	-0.3
COCC#Cc1cnc2c(c1)C(=O)N([C@@H](C)CO)C[C@@H](C)[C@@H](CN(C)S(C)(=O)=O)O2	-5.3	-0.4	-11.8	0.1	-4.8	-0.2	14.2	21.5
CCCn1nnc(NC(=S)NC(=O)/C=C/c2ccc(Cl)cc2)n1	0.9	-31.6	/	0.0	-4.8	-1.5	-4.0	-21.4
Cn1c(N)c(S(=O)(=O)N2CCN(c3ccccc3)CC2)c(=O)n(C)c1=O	-15.2	-2.9	/	0.1	/	2.7	/	-0.9
CC(C)(C)OC(=O)C(C1NC(C(=O)O)C(C)(C)S1)N1C(=O)c2ccccc2C1=O (stereo unspecified)	-23.5	1.2	-3.3	0.0	-7.1	-55.2	2.8	8.1
Cc1ccccc1NC(=O)/C(=C/c1cccs1)NC(=O)c1ccco1	-3.3	/	/	0.3	/	-0.5	/	-2.7
C[C@@H]1CN([C@@H](C)CO)C(=O)c2cc(C#CCN(C)C)cnc2O[C@@H]1CN(C)C(=O)Cc1ccncc1	-27.0	-0.9	-0.1	-0.3	6.8	-1.4	5.9	24.1
NC(=O)CSc1nc2cc([N+](=O)[O-])ccc2n1-c1cccc(C(F)(F)F)c1	-40.4	4.2	/	0.1	5.3	1.7	-3.2	/
Cc1ccccc1NC(=O)c1sc2nc[nH]c(=O)c2c1C	/	/	7.1	/	8.4	/	1.9	-1.0
COc1ccc(-c2ccc3c(c2)[C@@H]2[C@@H](CCN2S(=O)(=O)c2ccccc2F)[C@@H](CO)N3C)cc1	9.6	-1.5	-3.7	0.0	2.4	-2.9	6.7	4.6
CCOC(=O)N1CCN(C(=O)c2cc3cc(C)ccc3[nH]2)CC1	-6.5	-2.5	2.4	0.0	-3.6	-2.0	1.7	-0.5
CC(=O)c1c(C)[nH]c(C(=O)OCC(=O)NCc2ccc(Cl)cc2)c1C	-11.6	11.6*	10.0	0.2	-5.4	0.0	-2.2	-8.9
CCCNC(=O)N1CCC2(CC1)CN(Cc1cccc(F)c1)[C@H](CO)c1[nH]c3cc(OC)ccc3c12	-57.6	1.5	/	0.2	/	0.5	/	8.5
CN(C)CC#Cc1ccc([C@H]2[C@H](CO)N3C(=O)CN(C(=O)Cc4ccccc4)C[C@@H]23)cc1	-5.0	-1.1	/	-0.1	/	0.6	/	9.1
COc1ccc(-c2noc(CCC(=O)N3CCN(c4cccc(OC)c4)CC3)n2)cc1	0.6	1.3	-0.8	0.0	2.0	/	4.5	-28.7
Cc1ccc(OCCC(=O)NNC(=O)c2ccccc2F)cc1	-11.3	-4.3	-9.0	0.2	1.2	-1.7	0.6	-0.3
CC1CCCC2(C1)NC(=S)N(c1ccccc1)N2 (stereo unspecified)	-20.2	0.3	11.9	/	0.1	4.7	0.0	7.8
CC(C)C(=O)Nc1ccc2c(c1)C(=O)N(C)[C@H]1CC[C@H](CC(=O)NCc3cccc(F)c3)O[C@@H]1CO2	/	-2.4	-0.4	0.1	-6.7	/	-6.3	1.1
O=C(CC1C(=O)NCCN1CC(c1ccccc1)c1ccccc1)NCC1CCOCC1 (stereo unspecified)	-10.7	-2.2	/	0.1	11.6	-1.4	-4.7	-26.9
CN(CC(=O)Nc1cccc(F)c1)C(=O)/C=C/c1cc(Br)ccc1OC(F)F	-10.0	0.6	2.2	0.1	1.3	-1.9	8.1	-13.1
COc1ccc(-c2nc(C)ncc2-c2ccc(Cl)cc2)c(O)c1	-6.7	1.3	-1.3	0.0	1.6	-3.3	6.5	-20.3
N#CCC(=O)Nc1ccc(C(=O)OCC(=O)N2CCN(C(=O)c3ccco3)CC2)cc1	-34.2	-5.1	9.8	-0.2	10.8	0.9	-2.7	-12.3
COC(=O)c1ccc(CN2C(=O)C(C)ON=C2c2ncccc2C)o1 (stereo unspecified)	-27.4	0.8	0.2	0.0	/	/	4.6	15.6
Cc1c(Cl)cccc1NC(=S)N1CCN(S(=O)(=O)c2cccs2)CC1	-1.4	0.3	/	0.1	-2.7	1.4	/	-1.1
Cc1ccc2oc(=O)c3cnn(CC(=O)Nc4cc(-c5cccc(F)c5)no4)c3c2c1	-15.1	-4.8	2.0	0.1	-3.2	-0.4	3.7	/
CCOC(=O)NC(=O)COC(=O)c1ccc(Sc2ncn[nH]2)c([N+](=O)[O-])c1	-16.5	-0.9	/	0.0	4.2	-1.5	/	20.5
Cc1cccc(NC(=O)C2CCCN2S(=O)(=O)c2ccc(Cl)cc2)n1 (stereo unspecified)	-14.3	-2.8	-7.8	0.3	-6.6	-5.2	-0.3	-9.9
COC(=O)C[C@@H]1CC[C@@H]2[C@H](COc3ccc(NC(=O)c4ccccc4F)cc3C(=O)N2C)O1	3.5	/	-2.2	0.3	-1.0	1.1	4.7	2.7

Source: PubChem
